Assay outcomes from PubChem BioAssay.
PhoP GFP inhibition – PhoP regulon inhibitors, Salmonella typhi PhoP promoter GFP reporter, confirmatory (AID 1850). inhibition, % at 50 µM, or IC50 in µM where a hit was titrated. 310,000 compounds, 0.33% hits. Salmonella Typhi PhoP-promoter GFP reporter, fluorescence, 4 h; higher % means a stronger effect; in the data active = a potency from the dose series; inconclusive = inhibition mostly from about 25% at the one dose, without a potency; inactive = the rest, 99 in 100 with inhibition below about 19%;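 also: 0% = induced wells with vehicle and 100% = uninduced wells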
H37Rv inhibition – M. tuberculosis growth inhibition, HTS (AID 449762) | M. tuberculosis H37Rv growth inhibition, 7H9 media; higher % means a stronger effect | one-dose inhibition, % at 25 µM; IC50 in µM for titrated hits | 330,000 compounds, 0.59% hits; in the data active = a potency from the dose series; inconclusive = inhibition above about 70% without an active follow-up result;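 also: bacterial growth assessed after seven days of incubation; strong numbers were not always called active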
tuberculosis growth – growth inhibition of non-replicating M. tuberculosis (AID 488890); Mycobacterium tuberculosis non-replicating, growth inhibition; higher % means a stronger effect; inhibition, % at 25 µM; hits with a dose series show IC50 in µM; 320,000 compounds, 0.39% hits; in the data active = a potency from the dose series; inconclusive = inhibition mostly from about 82% at the one dose, without a potency; inactive = the rest, 99 in 100 with inhibition below about 76%;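 also: plate controls were DMSO cells for no effect and high antibiotic wells for full effect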
influenza NS1A – H1N1 influenza NS1A inhibitors, functional cell based assay (AID 504329) | NS1A functional cell-based assay, percent inhibition; higher % means a stronger effect | one-dose inhibition, % at 12.5 µM; IC50 in µM for titrated hits | 340,000 compounds, 0.3% hits; in the data active = a potency from the dose series; inconclusive = inhibition above about 27% without an active follow-up result; also: strong numbers were not always called active
VEEV TC-83 Vero – inhibitors of VEEV TC-83 cytopathic effect, confirmation, Vero cells (AID 588727). 350,000 compounds, 0.13% hits. Vero cells, VEEV TC-83 cytopathic effect inhibition; higher % means a stronger effect. one-dose inhibition, % at 20 µM; IC50 in µM for titrated hits; in the data active = a potency from the dose series; inconclusive = inhibition mostly from about 14% at the one dose, without a potency; inactive = the rest, 99 in 100 with inhibition below about 12%; also: strong numbers were not always called active
VEEV TC-83 Vero 10K pilot screen – also measured in VEEV TC-83 Vero; calls as there; inhibition, %; measured here: 10K pilot screen inhibition
The depositor's hits bear a star; i = inactive; ? = inconclusive; . = no result given. Not a hit list; about 1.6% have a hit in one of these screens.

SMILES | PhoP GFP inhibition | H37Rv inhibition | tuberculosis growth | influenza NS1A | VEEV TC-83 Vero | others
N=c1c(C(=O)NC2CCCC2)cc2c(=O)n3ccccc3nc2n1CCN1CCOCC1 | 15% | 1% | -10% | 9% | 1.4%
O=[N+]([O-])c1ccccc1S(=O)(=O)NCCC1=CCCCC1 | -8% | 7% | 20% | 5% | i
CC(=O)Nc1nnc(SCc2cccc(F)c2)s1 | -19% | 3% | . | -3% | 0.0%
COc1ccc(NC(=O)CCC(=O)N2CCCC2)c([N+](=O)[O-])c1 | -8% | 1% | -19% | -1% | 2.6%
COc1ccc(/C=C2\CC/C(=C\c3ccc(OC)cc3OC)C2=O)c(OC)c1 | -6% | 2% | -1% | 15% | 7.8%
Cc1onc(-c2ccccc2Cl)c1C(=O)Nc1nnc(C(C)C)s1 | -10% | 6% | 49% | 0% | 0.5%
CCOc1ccc(NS(=O)(=O)c2c(C)nc3sccn3c2=O)cc1 | -2% | -3% | -10% | 27% | 0.2% | VEEV TC-83 Vero 10K pilot screen=0.0
CCOc1ccc(-n2c(SCc3nc(-c4cccs4)no3)nnc2-c2ccncc2)cc1 | 4% | 2% | 11% | -3% | 4.1%
O=C(NCC(c1cccnc1)N1CCN(c2ccc(F)cc2)CC1)c1ccccc1 (stereo unspecified) | 0% | -9% | -4% | -6% | 1.0%
C/C=C/C(=O)Nc1cccc(C2=NOC3(C2)C[C@@H](C(N)=O)N(C(=O)/C(C)=C/C)C3)c1 (stereo partly specified) | -4% | -3% | 2% | 4% | i
CSc1nc2ccc(S(N)(=O)=O)cc2s1 | -8% | -1% | 8% | 2% | 2.1%
COc1ccc(C2=NN(C(=O)c3ccccc3)C(c3ccc(OC)c(OC)c3)C2)c(OC(C)=O)c1 (stereo unspecified) | 3% | -4% | 18% | 22% | 0.3%
CC(C)NC(=S)N/N=C1\CCCCc2ccccc21 | 5% | ? | -17% | 6% | 0.6%
CN(CC(=O)Nc1ccccc1Cl)C(=O)C1CCN(C(=O)c2ccc(F)cc2)CC1 | . | -8% | -13% | -10% | 4.6%
COc1ccc(NC(=O)c2nc[nH]c2C(=O)N[C@@H](C)C(=O)OC(C)(C)C)cc1 | -19% | 9% | 50% | 3% | 2.4%
COc1ccc(CN(C(=O)c2cnccn2)C(C(=O)NC(C)(C)C)c2cc(OC)c(OC)c(OC)c2)cc1 (stereo unspecified) | -9% | 0% | -4% | 5% | 0.9%
CN(C(=O)CSc1nnn(C)n1)c1ccccc1 | -4% | -9% | -5% | -8% | 1.6%
COc1ccc(Cl)cc1C(=O)NNC(=O)c1cc2ccccc2o1 | . | 2% | 0% | -9% | 4.6%
Cc1ccc(C)c(S(=O)(=O)NC(CCC(N)=O)C(=O)O)c1 (stereo unspecified) | -6% | 2% | -8% | 7% | 1.1%
CC1CCCN(C(=O)CN(C)S(=O)(=O)c2cccc3nsnc23)C1 (stereo unspecified) | 5% | -6% | -22% | 4% | 0.9%
CC1CC(C)CN(CCC(=O)Nc2ccc(Br)cc2)C1 (stereo unspecified) | -6% | -2% | 22% | -4% | i
COC(=O)c1ccc(N2CCN(C)CC2)c(NC(=O)c2cccs2)c1 | -8% | -1% | 17% | -3% | 0.4%
CCOc1ccc(C(C)=O)cc1COC(=O)CN1C(=O)NC2(CCCC2)C1=O | 4% | -4% | 8% | -2% | 6.1%
CN(CCN1CCc2ccccc2C1)Cc1nc(Cc2ccccc2F)no1 | . | . | . | 1% | 1.1%
Cc1ccc(-n2c(C)c3c(C)nnc(C)c3c2C)cc1N | 4% | -3% | 46% | 6% | i
N#Cc1ccc(-c2csc(NC(=O)/C=C/c3cccs3)n2)cc1 | -6% | 5% | 31% | 1% | 0.6%
CCCCOc1ccc(C(=O)N/C(=C\c2cccc([N+](=O)[O-])c2)C(=O)OCCC)cc1 | -8% | 2% | 0% | -2% | i
O=C(COC(=O)c1ccc(Cl)nc1)Nc1ccc(S(=O)(=O)N2CCCC2)cc1 | -4% | 2% | -1% | 6% | 0.1%
COc1ccc(CCNC(=O)c2ccccc2C(=O)NCCc2ccc(OC)c(OC)c2)cc1OC | 0% | -7% | 4% | . | 0.4%
COc1ccc(S(=O)(=O)N2CCC(C(=O)NC3CC3)CC2)cc1Cl | 10% | -3% | -5% | 0% | 1.1%
O=C(OCC(=O)N1CCOCC1)c1ccccc1OCc1ccccc1 | . | -5% | -1% | -8% | 1.8%
O=S(=O)(c1ccc(Br)cc1)n1c(Cc2ccccc2)nc2ccccc21 | 3% | -9% | -1% | -4% | i
Cn1nc(C(F)(F)F)c2cc(C(=O)Nc3ccc(F)cc3F)sc21 | -35% | 4% | 28% | 6% | 6.5%
CCOC(=O)c1cccc(NC(=O)C2(S(=O)(=O)c3ccc(Cl)cc3)CC2)c1 | 8% | -6% | 18% | -2% | i
CCCCC(C(=O)N/N=C/c1ccccn1)C(=O)N/N=C/c1ccccn1 | 1% | -6% | 11% | 0% | i
CCC(CC)C(=O)N1CC(=O)Nc2ccc(C)cc2C1c1ccccc1 (stereo unspecified) | -6% | 2% | 5% | -2% | i
CN(C)C(CNC(=O)CCNC(=O)c1ccc(Br)cc1)c1ccco1 (stereo unspecified) | -2% | 1% | 0% | -2% | 0.1%
O=C(CSc1ncn[nH]1)NCc1ccccc1Cl | 6% | 16% | -7% | 4% | 0.3%
CCOc1cccc(C(=O)NC(=S)Nc2ccc3c(c2)OCCO3)c1 | 2% | -2% | 76% | 6% | 4.6%
COc1cc(/C=N/NC(=S)NCCN2CCOCC2)cc(OC)c1O | -5% | -8% | -9% | 70µM* | 1.2%
NS(=O)(=O)c1ccc(CCNC(=S)NC2CCCC2)cc1 | 9% | -4% | 6% | -11% | 0.0%
O=C(Nc1ccc(F)cc1)N1CCN(c2ccc3nnc(-c4ccc(F)cc4)n3n2)CC1 | . | -5% | . | 5% | 5.2%
Cc1cc(C)cc(N(CCC(=O)O)S(=O)(=O)c2ccc(Cl)cc2)c1 | -8% | -7% | 5% | -2% | 0.6%
COc1ccccc1N1CCN(C(=O)C(C)NC(=O)c2cccc([N+](=O)[O-])c2)CC1 (stereo unspecified) | 13% | 10% | 1% | -2% | 0.0%
Cc1cccc(NC(=O)Cc2ccc(NC3=NC4CS(=O)(=O)CC4S3)cc2)c1 (stereo unspecified) | 1% | 0% | -18% | -1% | 0.7%
Cc1c2ccccc2nc2ccccc12 | -14% | 22% | 45% | -5% | 4.3%
CC(C)Sc1nc2c(c(=O)[nH]c(=O)n2C)n1Cc1ccc(Cl)cc1 | 7% | -3% | -8% | 3% | 0.0%
Cc1ccc(C2=NN(C(=O)CSc3nccn3C)C(c3ccco3)C2)cc1 (stereo unspecified) | -5% | 0% | 14% | -7% | 8.1%

Molecules above containing a COOH group:
SMILES | PhoP GFP inhibition | H37Rv inhibition | tuberculosis growth | influenza NS1A | VEEV TC-83 Vero | others
Cc1ccc(C)c(S(=O)(=O)NC(CCC(N)=O)C(=O)O)c1 (stereo unspecified) | -6% | 2% | -8% | 7% | 1.1%
Cc1cc(C)cc(N(CCC(=O)O)S(=O)(=O)c2ccc(Cl)cc2)c1 | -8% | -7% | 5% | -2% | 0.6%

New compounds follow
SMILES | PhoP GFP inhibition | H37Rv inhibition | tuberculosis growth | influenza NS1A | VEEV TC-83 Vero | others
O=C1NC(=S)N(c2ccccc2)C(=O)/C1=C/c1ccco1 | 0% | 3% | -1% | -24% | 0.9%
Cc1csc2nc(CNS(=O)(=O)c3ccc4c(c3)OCCO4)cn12 | 0% | -5% | -4% | 17% | 1.6%
Cc1ccc2c(=O)[nH]c(Nc3nc(C)cc(-c4ccccc4)n3)nc2c1 | 13% | 3% | -3% | -10% | 3.9%
CC(=O)c1ccccc1OCCn1nnc(-c2ccc(C)cc2)n1 | 0% | -10% | 68% | 1% | 2.2%
COc1ccc(CCNC(=O)c2ccc(CS(=O)(=O)c3ccc(C)cc3)o2)cc1OC | 3% | 5% | 1% | 15% | 4.5%
CCc1ccc(Oc2coc3cc(OCC(=O)Nc4cc(C)ccc4C)ccc3c2=O)cc1 | -14% | 1% | 5% | -1% | 1.1%
CCCCn1c(N)c(N(CCOC)C(=O)c2ccc(-c3ccccc3)cc2)c(=O)[nH]c1=O | -7% | 0% | 16% | -8% | 7.1%
Cc1cc(=O)[nH]c(SCC(=O)N2CCCCCC2)n1 | -7% | 0% | -9% | 12% | 2.2%
CC(=O)c1cccc(NC(=O)c2cnccn2)c1 | -9% | 1% | 2% | -3% | i
Fc1ccc2nc(C(F)(F)F)cc(N3CCOCC3)c2c1 | 6% | 4% | -6% | -6% | 0.5%
CS(=O)(=O)c1ccc2c(c1)SC1=NC(=O)/C(=C/c3ccco3)C(=N)N12 | -5% | -1% | 12% | 6% | 0.2%
CCc1nnc(NC(=O)CN2CCOCC2)s1 | -4% | -4% | 11% | 4% | i
CCC(Oc1ccccc1C)C(=O)N1CCCN(C)CC1 (stereo unspecified) | 2% | -18% | -6% | -7% | 0.2%
O=C(Cn1ccc(C(F)(F)F)n1)Nc1ccc(S(=O)(=O)NCc2ccco2)cc1 | -5% | -7% | 14% | 3% | 4.3%
COC(=O)[C@@H](NC(=O)Nc1cccc(OC)c1)C(C)C | 9% | -5% | -10% | -3% | 1.7%
O=C(Nc1cccnc1)c1ccccc1NS(=O)(=O)c1ccc(F)cc1 | -3% | 3% | 26% | 0% | 0.1%
Cc1ccc(CN2CCCN(C)CC2)c(C)c1 | -4% | 0% | 18% | -4% | i
COc1ccc(N2C(=O)c3ccccc3C(C)(C)C2=O)cc1 | 6% | -2% | 13% | 1% | 1.0%
O=C(N/N=C/C1C(=O)NC(=S)N(c2ccccc2)C1=O)c1cc(Br)c(O)c(Br)c1 (stereo unspecified) | 1% | 2% | 1% | 11µM* | 0.3%
Cc1cccc(N(Cc2ccccc2)C(=O)CSC(C)C(=O)Nc2cc(C)on2)c1 (stereo unspecified) | -4% | 49% | 15% | -2% | 7.9%
O=C(N/N=C/c1ccc[nH]1)c1ccccc1OCc1ccccc1Cl | -7% | 0% | -12% | 2% | 8.1%
COc1cc2c(cc1OC)CN(c1ccc(-c3ccccc3OC)nn1)CC2 | 19% | 57% | 60% | 5% | 7.5%
Cc1ccc(OCC(=O)N(C)CC(=O)NCc2ccco2)c(Br)c1 | . | . | . | -1% | i
O=C(Cn1cccn1)N1CCCC(Nc2ccc(F)c(F)c2)C1 (stereo unspecified) | -7% | -6% | 3% | -9% | 0.1%

A draw from above in order of heavy-atom count, rising:
SMILES | PhoP GFP inhibition | H37Rv inhibition | tuberculosis growth | influenza NS1A | VEEV TC-83 Vero | others
CCC(Oc1ccccc1C)C(=O)N1CCCN(C)CC1 (stereo unspecified) | 2% | -18% | -6% | -7% | 0.2%
COc1ccc(N2C(=O)c3ccccc3C(C)(C)C2=O)cc1 | 6% | -2% | 13% | 1% | 1.0%
O=C(Nc1cccnc1)c1ccccc1NS(=O)(=O)c1ccc(F)cc1 | -3% | 3% | 26% | 0% | 0.1%
O=C(Cn1ccc(C(F)(F)F)n1)Nc1ccc(S(=O)(=O)NCc2ccco2)cc1 | -5% | -7% | 14% | 3% | 4.3%

Next section.
SMILES | PhoP GFP inhibition | H37Rv inhibition | tuberculosis growth | influenza NS1A | VEEV TC-83 Vero | others
CCOC(=O)C(c1ccccc1)N1CCN(c2ccc(OC)cc2)CC1 (stereo unspecified) | -9% | 9% | -1% | 9% | i
O=S(=O)(c1ccc(Br)cc1)N1CCCN(Cc2ccccc2F)CC1 | -4% | 6% | 19% | 0% | 1.4%
COc1ccc(C(=O)Nc2cnc(NC(=O)c3cccs3)cc2C)cc1 | -13% | 36% | 64% | -5% | 1.7%
Cc1nonc1-c1ccc2c(c1)OCO2 | 2% | -2% | -2% | 17% | 0.6%
O=C(Nc1nccs1)C1(S(=O)(=O)c2ccc(Cl)cc2)CC1 | -11% | -5% | 28% | 26% | 0.7%
COc1ccc(C(=O)Nc2nc(-c3ccc(S(=O)(=O)N4CCOCC4)cc3)cs2)cc1 | -6% | 35% | 16% | 0% | 0.7%
Cc1ccc(C2(c3ccc(C)cc3)NC(=O)N(CC(N)=O)C2=O)cc1 | 5% | -16% | 2% | -6% | 2.6%
CCOC(=O)c1c(C)n(CC)c2ccc(OC(=O)c3ccc([N+](=O)[O-])cc3)cc12 | -8% | ? | ? | 7% | 0.4%
CC(C)=CCC/C(C)=C/COc1c2occc2cc2ccc(=O)oc12 | . | -4% | 8% | -3% | i
COc1cc(NC(=O)CN(c2ccc(C)cc2)S(=O)(=O)c2c(C)n[nH]c2C)cc(OC)c1 | 13% | 3% | 7% | -5% | 5.3%
Cc1ccc(NC(=O)c2ncn(CCCNCCN3CCOCC3)n2)cc1C | . | . | . | -17% | 0.2%
